MITF act: activators of MITF-driven TRPM1 promoter activity in SK-MEL-5 cells. activation, % at 12.5 µM. SK-MEL-5 TRPM1-promoter luciferase, 24 h; % of positive control, neutral wells = 0. actives 0.75% (n = 300,000). AID 588334;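 active = mean activation of at least 80% with every replicate also reaching 80%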;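 also: 0% = neutral control wells and 100% = parthenolide positive control wells; values of inactives mirror those of a sister screen read the other way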
Tat transport: E. coli Tat transport inhibition | inhibition, % at 10 µM | E. coli MC4100 TorA-mCherry Tat export, fluorescence | actives 0.036% (n = 340,000);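 active = mean replicate inhibition at least 50% and at least half of replicates individually reaching 50%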;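 also: exported cargo escapes ClpAP degradation while cytoplasmic cargo is degraded and loses fluorescence; 0% = median of neutral control wells and 100% = median of NaSCN control wells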
SR-BI DiI inh: mouse SR-BI HDL lipid transfer inhibition | Q61009 | ldlA[mSR-BI] CHO cells, DiI-HDL uptake fluorescence, 3 h | inhibition, % at 12.5 µM | actives 0.96% (n = 320,000) | AID 488896;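 active = mean replicate inhibition of at least 70% and a set share of replicates each scoring 70 or more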;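 also: 0% = median of neutral control wells and 100% = median of positive control wells; values of inactives mirror those of a sister screen read the other way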
Target sequence (Q61009 whole entry, looked up): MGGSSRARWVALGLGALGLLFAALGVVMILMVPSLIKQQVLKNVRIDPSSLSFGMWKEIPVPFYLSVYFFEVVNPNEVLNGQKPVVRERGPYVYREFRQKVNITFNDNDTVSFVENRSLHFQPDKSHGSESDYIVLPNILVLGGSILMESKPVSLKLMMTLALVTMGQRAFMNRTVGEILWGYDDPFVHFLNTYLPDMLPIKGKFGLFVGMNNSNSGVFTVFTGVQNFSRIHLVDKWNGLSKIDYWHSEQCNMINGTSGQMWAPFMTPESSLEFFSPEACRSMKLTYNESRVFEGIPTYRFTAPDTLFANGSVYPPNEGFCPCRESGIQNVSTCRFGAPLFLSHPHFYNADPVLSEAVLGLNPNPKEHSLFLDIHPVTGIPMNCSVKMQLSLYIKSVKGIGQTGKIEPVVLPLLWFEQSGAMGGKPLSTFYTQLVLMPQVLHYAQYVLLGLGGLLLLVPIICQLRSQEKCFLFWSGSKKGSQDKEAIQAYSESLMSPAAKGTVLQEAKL
phage Ecoli inh: E. coli growth loss with phage present; AID 651602; actives 0.26% (n = 360,000); inhibition, % at 11.9 µM; growth absorbance; in the data active = inhibition above about 11%
CAL PDZ FP-1: blocks peptide binding to human CAL PDZ domain. Q9HD26. actives 0.02% (n = 330,000). purified CAL PDZ, TMR-peptide fluorescence polarization, 1 h. inhibition, % at 20 µM. AID 504414;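 active = highest replicate inhibition of at least 40%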;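 also: plate controls were DMSO neutral control wells for no effect and unlabeled competitor peptide control wells for full effect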
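material = purified tagged CAL PDZ domain construct (CerCALP) | buffer or medium = sodium phosphate/NaCl buffer pH 7.4 with TCEP, IgG, Thesit | reagent = TMR-labelled reporter peptide T*-PRC34 bound in PDZ groove | incubation = 1 h room-temperature incubation prior to read | measured by = fluorescence polarization (mP) | evaluation = percent inhibition from loss of millipolarization | control set = unlabelled peptide and DMSO controls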
CAL PDZ FP-2: blocks peptide binding to the human CAL PDZ domain; purified CAL PDZ, TMR-peptide fluorescence polarization, 1 h; inhibition, % at 24.9 µM; actives 0.92% (n = 300,000); AID 602252;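 active = mean inhibition of at least 30% with at least half of replicates also reaching 30%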;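 also: 0% = DMSO neutral control and 100% = excess unlabeled competitor peptide PRC23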
AddAB inh: less growth of phage-infected E. coli with AddAB. E. coli expressing H. pylori AddAB, absorbance growth. inhibition, % at 11.9 µM. actives 0.29% (n = 330,000). AID 435030; in the data active = inhibition above about 12%;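 also: 0% = vehicle wells of infected cells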
E coli growth: counter-screen for AddAB inhibitors: E. coli growth inhibition; E. coli V3065 growth, OD600 absorbance, 18 h; inhibition, % at 11.9 µM; actives 0.27% (n = 330,000); AID 449728;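 active = inhibition above the campaign's mean inhibition across all tested compounds plus 3 SD, cut at about 9.9% in these data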;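 also: uninfected addAB+ strain grown without phage in ampicillin broth; 0% = DMSO wells and 100% = ciprofloxacin 0.95 µg/ml wells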
Wnt act: Wnt/beta-catenin pathway activation; Wnt/beta-catenin reporter cell assay, activator, plate reader; activation, % at 9.35 µM; actives 1.2% (n = 300,000); in the data active = activation above about 30%, passing the limit was not always enough;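 also: 0% = neutral control wells and 100% = positive control wells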
SR-BI DiI-HDL act: activators of SR-BI mediated HDL lipid uptake; CHO ldlA[mSR-BI] cells, DiI-HDL uptake fluorescence, 3 h; 100 = double the neutral-control signal; activation, % at 12.5 µM; actives 0.096% (n = 320,000); AID 504775;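 active = mean replicate activation of at least 60% and every replicate at or above 60%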;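 also: 0% = median plate neutral-control signal and 100% = twice that signal; values of inactives mirror those of a sister screen read the other way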
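Material: SR-BI-overexpressing, LDLR-lacking CHO cells; schedule: compound exposure 3 h, 37 °C; reagent: DiI-labelled HDL at 10 µg/mL final; technique: bottom-read fluorescence, 550/595 nm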
* = called active by the depositor; . = no result given. Hits appear at their usual frequency, and some 3.6% of all compounds hit somewhere here.

structure	CAL PDZ FP-1	CAL PDZ FP-2	MITF act	Wnt act	E coli growth	phage Ecoli inh	Tat transport	SR-BI DiI inh	SR-BI DiI-HDL act	AddAB inh
N#Cc1c(F)cccc1N1CCC(C#N)CC1	-0.4	.	-14	-2	-1.9	3.8	5	6	-6	0.8
CO/N=C(\C)C(Cc1ccc(Cl)nc1)Cc1ccc(Cl)nc1	0.3	-4	6	0	-1.8	1.9	4	-28	28	-2.5
CCNC(=S)NS(=O)(=O)c1ccc(C)cc1	-2.0	0	15	-5	-0.5	2.5	5	5	-5	0.3
O=C(O)c1cccc2c1C(=O)c1ccccc1C2=O	-2.4	-3	-2	0	-2.8	1.5	11	3	-3	-0.6
CSc1cccc(NC(=O)CSc2nnc(C)s2)c1	-1.0	.	-6	1	-0.8	2.0	1	9	-9	2.1
CCOP(=O)(OCC)/C(C#N)=C(\O)c1ccc(OC)cc1	-1.4	6	2	0	0.9	2.8	-11	-16	16	-1.1
Cn1cc(-c2ccccc2C(N)=O)c(=O)c2ccccc21	-2.1	-5	2	-2	1.6	2.8	-3	-6	6	-0.2
CC(=O)Nc1ccc(OS(=O)(=O)c2ccc(Cl)cc2)cc1	0.5	-3	12	5	0.9	1.0	-5	-18	18	0.5
CCOC(=O)c1c(Nc2ccccc2N)cc(C)nc1C	.	2	-2	.	-1.2	1.4	5	-11	11	-1.2
COc1cccc(NC(=O)COC(=O)C2C3CC4OC(=O)C2C4C3)c1 (centres undefined)	-2.6	-1	-3	1	-0.9	1.8	2	.	.	0.9
CCNC(=O)c1ccc(C2SCC(=O)N2CCc2ccccc2)cc1 (centres undefined)	-2.5	-7	-13	-7	1.1	0.5	4	1	-1	-0.8
CCC(=O)N1c2ccccc2C(N(C(=O)CC)c2ccccc2)CC1C (centres undefined)	0.6	.	3	1	-0.9	1.0	0	-4	4	0.4
COc1ccccc1C(c1nnnn1CCc1ccccc1)N1CCN(c2ccccc2)CC1 (centres undefined)	-3.7	-3	.	.	-0.6	3.1	14	32	-32	-0.4
Cc1nnc(NC(=O)CSc2ccccn2)s1	-2.0	2	.	1	-3.5	2.3	7	13	-13	1.9
O=C(Nc1sc2c(c1-c1nc3ccccc3[nH]1)CCCC2)C1CCCC1	-2.0	-2	-2	-1	-0.8	-0.8	-1	89*	-89	-0.2
CC(NCC(=O)Nc1ccccc1C(=O)NC1CC1)c1ccc(S(C)(=O)=O)cc1 (centres undefined)	-1.6	.	5	-4	1.8	-0.1	-6	0	0	0.8
Cc1nnc(-c2cnn(-c3ccccc3)c2N)n1Cc1ccc(F)cc1	-0.2	0	12	-4	1.2	2.6	-3	6	-6	2.0
O=C(CBr)c1ccc([N+](=O)[O-])c(CS(=O)(=O)c2ccc(Cl)cc2)c1	0.2	-4	-7	1	0.9	0.2	-6	0	0	-1.4
CCCN(CC(=O)Nc1ccccc1OC)C(=O)c1cc(-c2cccs2)nn1-c1ccccc1	-0.9	-5	6	-2	-2.1	-1.8	6	38	-38	-0.2
CCOC(=O)N1CCN(Cc2nc3cc([N+](=O)[O-])ccc3n2C)CC1	-0.5	3	-2	-2	0.7	2.8	5	-9	9	0.6

Overlap with the part before: two compounds, then new ones.
structure	CAL PDZ FP-1	CAL PDZ FP-2	MITF act	Wnt act	E coli growth	phage Ecoli inh	Tat transport	SR-BI DiI inh	SR-BI DiI-HDL act	AddAB inh
CCCN(CC(=O)Nc1ccccc1OC)C(=O)c1cc(-c2cccs2)nn1-c1ccccc1	-0.9	-5	6	-2	-2.1	-1.8	6	38	-38	-0.2
CCOC(=O)N1CCN(Cc2nc3cc([N+](=O)[O-])ccc3n2C)CC1	-0.5	3	-2	-2	0.7	2.8	5	-9	9	0.6
CCOC(=O)c1cn[nH]c1NC(=S)Nc1ccc(Cl)cc1	.	.	.	36*	-1.3	0.7	.	.	.	-2.3
CCOP(=O)(Cc1ccc(C(C)(C)CC(C)=O)o1)OCC	-0.6	.	-1	-1	-0.6	2.5	-12	-16	16	1.7
CCCC(=O)c1ccc(N2CCCC2)c(F)c1	.	-3	68	49*	1.6	2.2	-1	9	-9	3.4
O=C(CN1CCN(S(=O)(=O)c2ccc(F)cc2)CC1)c1ccc(O)c(O)c1	0.5	-1	-5	0	-1.5	1.4	-7	-19	19	-3.1
CCCCC(=O)Nc1nnc(C)s1	-0.4	0	3	.	-1.3	1.4	4	9	-9	3.2
Cc1ccccc1Cc1ccc(Cl)nn1	.	-1	-2	-1	2.2	4.5	-6	-10	10	-2.8
CCC(=O)NC(=S)Nc1cccc(Cl)c1N1CCCC1	-0.9	3	1	-2	0.0	-0.6	7	6	-6	0.2
O=C(CN1CC(=O)Oc2ccccc21)OCC(=O)c1ccccc1	-2.5	-1	-14	.	-4.2	-2.5	2	-18	18	1.0
O=C(O)CCCCCN1C(=O)CCC1=O	.	45*	0	.	-1.9	0.9	-9	-22	22	1.3
Cc1cccc(-n2cc(CN3CCN(Cc4nccn4C)CC3)c(-c3cccc(F)c3)n2)c1	-3.2	10	22	14	-2.9	2.2	2	23	-23	-2.0
CC(C)C(=O)N1CCc2cc(-c3csc(N)n3)ccc21	-1.9	-3	74	.	0.6	2.5	6	79*	-79	-2.2
Cc1nn(CC(=O)NCc2ccccc2)c(=O)c2cccn12	-1.8	-3	7	0	-1.7	2.4	-7	-4	4	3.9
Cc1ccccc1CSc1nnc(-c2ccncc2)n1C	0.3	-4	-5	1	0.6	1.8	-7	-29	29	0.8
O=C1c2ccccc2NC(c2cn[nH]c2-c2ccc(Cl)cc2)N1O (centres undefined)	-3.3	-10	-17	.	1.4	4.8	0	-3	3	3.6
COCCN1C(=O)c2oc3cc(C)c(C)cc3c(=O)c2C1c1cccc(O)c1 (centres undefined)	-2.4	-1	.	-3	-2.2	3.0	0	14	-14	2.9
COc1ccc(OC)c(N(C(=O)c2snc(C(N)=O)c2N)C(C(=O)NCC2CCCO2)c2ccc3ncccc3c2)c1 (centres undefined)	-2.8	1	-24	2	-0.6	0.3	-1	-8	8	3.1
CC(=O)c1ccc(N2C(=O)[C@@H]3C(C(=O)CCN4C(=O)c5ccccc5C4=O)=NN[C@@H]3C2=O)cc1	-1.2	-3	9	4	0.8	0.4	14	-39	39	3.3
CC(CC(=O)O)CC(=O)Nc1nncs1 (centres undefined)	0.5	53*	1	4	2.0	2.0	-10	-17	17	3.5
O=C(OC1CCOC1=O)c1ccc(N2CCCC2)c([N+](=O)[O-])c1 (centres undefined)	0.8	-3	7	1	1.6	-0.2	13	-25	25	-0.3
CCCCCOc1ccc(C(C)(O)C(CN2CCOCC2)c2ccccc2)cc1 (centres undefined)	0.7	-2	-7	0	0.8	-1.2	1	.	.	-0.8

structure	CAL PDZ FP-1	CAL PDZ FP-2	MITF act	Wnt act	E coli growth	phage Ecoli inh	Tat transport	SR-BI DiI inh	SR-BI DiI-HDL act	AddAB inh
CCOC(=O)CC(NC(=O)Cn1nnc(-c2ccccc2)n1)c1ccc(OC)cc1 (centres undefined)	-1.5	-2	5	-1	0.1	-0.3	5	-16	16	0.3
COc1ccccc1C(=O)O/N=C(/C)c1ccc(N2C(=O)C3CCCCC3C2=O)cc1 (centres undefined)	.	-8	5	.	-1.9	1.2	4	46	-46	-0.6
O=C(NCc1cccnc1)C12CC3CC(CC(Cl)(C3)C1)C2	0.1	8	4	1	-2.5	2.5	0	-5	5	-0.3
Cc1onc(-c2c(F)cccc2Cl)c1C(=O)NCc1cccs1	-1.1	.	11	.	-1.0	2.6	6	4	-4	1.3
Cc1cc(N2CC(C(=O)NCc3cccnc3)CC2=O)ccc1C(C)C (centres undefined)	-1.8	-6	1	-4	0.2	1.9	4	.	.	-0.4
O=S(=O)(NC1CCCCC1NS(=O)(=O)c1ccc(F)cc1)c1ccc(F)cc1 (centres undefined)	-2.5	-1	-3	4	1.6	2.1	4	-1	1	4.0
CCOC(=O)Cc1csc(NC(=O)Cc2ccc([N+](=O)[O-])cc2)n1	-2.6	3	12	-3	0.2	1.6	-4	12	-12	3.1
O=c1oc2ccccc2cc1-c1csc(Nc2nc3c(F)cccc3s2)n1	-1.1	-1	-18	.	2.0	5.6	-7	29	-29	1.9
Cc1ccc(NC(=O)c2oc3ccc(S(=O)(=O)N4CCC5(CC4)OCCO5)cc3c2C)cc1C	-0.4	-1	-11	-1	2.1	5.0	5	59	-59	-0.2
O=S(=O)(NCCNc1ncc(C(F)(F)F)cc1Cl)C(F)(F)F	-2.1	0	6	4	2.3	3.5	-1	-20	20	4.3
O=C(NCc1ccccn1)C(C(=O)c1cccc([N+](=O)[O-])c1)n1cc(Cl)ccc1=O (centres undefined)	0.6	.	.	-1	-0.1	2.3	-3	-4	4	0.2
CC(=O)c1cccc(NC(=O)N2CCCC2C(=O)NCc2ccc3c(c2)OCO3)c1 (centres undefined)	-4.4	-8	10	0	-1.5	0.4	-10	34	-34	0.4
Cc1cc(C)cc(N(CC(=O)NC(C)(C)C)C(=O)CCC(=O)Nc2ccccn2)c1	-0.2	1	.	3	-2.0	0.2	-8	-21	21	-1.3
CC(C)N(CCCNC(=O)c1ccc(CS(=O)(=O)c2c(Cl)cccc2Cl)o1)Cc1ccccc1	-1.3	-2	9	-1	-2.1	3.0	-14	-9	9	1.4
Cc1ccccc1OCC(=O)Nc1nnc(-c2ccco2)s1	-0.3	-3	14	2	-1.7	-0.8	1	-1	1	-11
CCCCC(=O)NC(c1ccc(N(CC)CC)cc1)c1ccc2cccnc2c1O (centres undefined)	-0.7	6	.	-3	17*	19*	1	8	-8	20*
CCOC(=O)c1cnc2c(c(C)nn2C)c1Oc1ccc(OC)cc1	.	.	.	49*	-1.8	0.5	.	.	.	3.8
COc1ccc(C)cc1NC(=O)C1CCCN(S(=O)(=O)c2cccc3nonc23)C1 (centres undefined)	-0.6	-2	15	-3	0.0	2.7	-8	13	-13	-2.4
CC(=O)Nc1ccc(S(=O)(=O)NN=Cc2ccc(Cl)c(Cl)c2)cc1	-0.2	-5	11	1	.	3.2	2	-18	18	.
CCC(=O)N1CCN=C1SCc1cc(C)ccc1C	-0.1	.	-15	-4	-0.2	-2.0	2	10	-10	3.0

structure	CAL PDZ FP-1	CAL PDZ FP-2	MITF act	Wnt act	E coli growth	phage Ecoli inh	Tat transport	SR-BI DiI inh	SR-BI DiI-HDL act	AddAB inh
Cn1c(SCC(=O)Nc2ccc(N3CCOCC3)cc2)nnc1-c1ccccc1	0.1	5	-3	-2	-2.4	2.6	-7	1	-1	-1.2
COc1cc(C)c(S(=O)(=O)N2CCOCC2)cc1C	-2.6	-2	-5	-1	-0.3	2.5	5	-20	20	1.3
O=C(NC1CCCCC1)C(=S)N1CCCC1	-1.7	-1	1	0	1.2	1.7	-4	-6	6	-1.2
CC(C(=O)N(C)C1CCS(=O)(=O)C1)N1C(=O)/C(=C/c2cccs2)SC1=S (centres undefined)	-1.9	-1	-8	0	-0.2	1.9	0	13	-13	0.5
O=C(NC1CCCC1)C(c1ccccc1)N(Cc1ccco1)C(=O)Cc1cccs1 (centres undefined)	-1.3	-2	0	0	3.1	2.2	-9	-35	35	1.8

Compound activity: PubChem, several laboratories
